From PubChem
ATXN2 expr inh: Primary qHTS for Inhibitors of ATXN expression | HEK-293 ATXN2-luciferase reporter, luminescence, 24 h | Potency, µM (doses to about 57 µM), inactives show at the top dose activity change, negative = inhibition, hits mostly inhibitors | actives 0.72% (n = 360,000); note: potency is the fitted concentration of half-maximal effect; % is set by controls: 0 for no effect and ±100 for the full control effect; nearly all actives have a fitted effect of over 55% in size
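ATXN2-luciferase reporter cells (luciferase flanked by upstream and downstream ATXN2 gene portions) were treated 24 h at 37 °C with compounds at up to 57 uM. SteadyGlo luminescence gave expression; GF-AFC fluorescence gave viability.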
SW480 rerep: A quantitative high throughput screen for small molecules that induce DNA re-replication in SW480 colon adenocarcinoma cells | SW480 DNA re-replication, Hoechst DNA content imaging, 48 h | Potency, µM (top dose mostly 46.1 µM), for the others: at the highest dose re-replication activation, hits mostly activators | actives 1.8% (n = 340,000); note: potency is the fitted concentration of half-maximal effect; % of control where 0% means no effect; nearly all actives have a fitted effect of over 55% in size
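250 cells/well; 23 nL cpd via pin tool; 48 hr, 37 C, 5% CO2; Hoechst 40 min; imager read of total nuclear intensity, ex 405/em 500-530 nm.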
S2 tox: Viability Counterscreen for Primary qHTS for Inhibitors of ATXN expression; Potency, µM (top dose mostly 56.7 µM), most hits filed as cytotoxic; S2 cells (HEK-293 line with an ATXN2-luciferase reporter) viability, CellTiter-Fluor protease fluorescence, 24 h; actives 0.49% (n = 400,000); note: potency is the fitted concentration of half-maximal effect; nearly all actives have a fitted effect of over 40% in size
HT1080 IDH1KD tx: qHTS for induction of synthetic lethality in tumor cells producing 2HG: qHTS for the HT-1080-IDH1KD cell line. HT-1080 IDH1 knockdown viability, ATP luminescence, 48 h. Potency, µM (top dose mostly 46.1 µM), inactives show at the top dose activity, negative = toxicity, hits mostly cytotoxic. actives 2% (n = 360,000). AID 686971, 2013;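 note: potency is the fitted concentration of half-maximal effect; 0% = DMSO wells and -100% = cell-free medium wells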
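Using the IDH1-knockdown HT-1080 line run in the same batch and compound series as the NT line, viability after 48 h at 37 °C was determined by CellTiter-Glo luminescence and expressed as % activity.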
KB-3-1 tox: qHTS assay for MDR1-selective chemotherapeutics: Primary screen using the parental adenocarcinoma cell KB-3-1; Potency, µM (highest dose often 46.1 µM), without a hit: at the top dose activity change, negative = cytotoxic, usual class: cytotoxic; AID 1347075, 2019; KB-3-1 viability, CellTiter-Glo ATP luminescence, 72 h; actives 1.4% (n = 400,000); note: potency is the fitted concentration of half-maximal effect; % is set by controls: 0 for no effect and ±100 for the full control effect; nearly all actives have a fitted effect of over 60% in size
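Cytotoxicity in the drug-sensitive parental line KB-3-1 was scored as loss of CellTiter-Glo luminescence following 72 h incubation with compound. Values come from curve fitting of normalized concentration-response data.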
KB-V1 MDR tox: qHTS assay for MDR1-selective chemotherapeutics: Primary screen using the drug-selected MDR subline cells KB-V1; Potency, µM (doses to about 46.1 µM), for inactives: at the highest dose activity change, negative = cytotoxicity, hits mostly cytotoxic; KB-V1 MDR cells viability, CellTiter-Glo, 72 h; actives 3.4% (n = 400,000); note: potency is the fitted concentration of half-maximal effect; % is set by controls: 0 for no effect and ±100 for the full control effect; nearly all actives have a fitted effect of over 60% in size
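KB-V1, DMEM (no phenol red) + 10% FBS; cpd pin-transferred, titration series; 72 h, 37 degrees C; CellTiter-Glo, luminescence. Data normalized, curve-fit.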
MCF10A rereplic: A quantitative high throughput screen for small molecules that induce DNA re-replication in MCF 10a normal breast cells; MCF 10A DNA re-replication, Hoechst nuclear intensity, 48 h; Potency, µM (series often up to 46.1 µM), for inactives: top-dose activity, positive = re-replication, hits mostly activators; actives 2.9% (n = 350,000); AID 624296, 2012; note: potency is the fitted concentration of half-maximal effect; % of control where 0% means no effect; nearly all actives have a fitted effect of over 50% in size
IL1B secr inh: qHTS for Inhibitors of Inflammasome Signaling: IL-1-beta AlphaLISA Primary Screen | THP-1 LPS/ATP IL-1B secretion, AlphaLISA, 16 h; hits give low values | actives 4.7% (n = 360,000) | AID 743279, 2014 | activity change, % at 57.5 µM; in the data active = activity change below about -50%; inconclusive = mostly about -30% to -49%; note: % is set by controls: 0 for no effect and ±100 for the full control effect
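THP-1 cells pretreated 1 hr with compounds (up to 57.5 uM final), then stimulated with LPS (250 ng/mL final) plus ATP (1.25 mM final); secreted IL-1B measured by AlphaLISA after 16 hr, decreased signal indicating inhibition.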
HT1080-NT tox: qHTS for induction of synthetic lethality in tumor cells producing 2HG: qHTS for the HT-1080-NT fibrosarcoma cell line | Potency, µM (highest dose often 46.1 µM), inactives show top-dose activity, negative = less viability, usual class: cytotoxic | actives 1.6% (n = 360,000) | HT-1080-NT fibrosarcoma viability, CellTiter-Glo ATP luminescence, 48 h;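 note: NT is the 2HG producing partner of a matched IDH1 knockdown line; potency is the fitted concentration of half-maximal effect; 0% = DMSO-treated cells and -100% = media-only wells without cells; nearly all actives have a fitted effect of over 55% in size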
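Luminescent CellTiter-Glo readout after 48 hours of compound exposure at 37 degrees C defined viability of HT-1080-NT cells. Activity was normalized to DMSO wells and cell-free media wells; concentration-response curves were fitted and assigned curve classes.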
* = called active by the depositor; i = inactive; ? = inconclusive; . = not tested or not shown; [ ] = dose if it differs, or a comment. Unless noted, calls come from the whole dose curve; as a rule, active = well fitted curve in the direction sought with a large enough effect; inconclusive = small, poorly fitted or top-dose-only effect, or another doubt; inactive = no such curve, though single readings can be large; an effect the other way counts as inactive or inconclusive.

Order of results: HT1080-NT tox	SW480 rerep	KB-V1 MDR tox	HT1080 IDH1KD tx	KB-3-1 tox	ATXN2 expr inh	S2 tox	MCF10A rereplic	IL1B secr inh
Cc1ccc(CN2CCN(/N=C/c3sccc3C)CC2)c(C)c1
  14%	0%	15µM*	24%	-29%	-8%	i	20%	-25
O=C(NC1CCN(Cc2ccccc2)CC1)c1ccccc1NS(=O)(=O)c1ccc(F)c(F)c1
  -16%	-34%[inhibitor]	-29%	-6%	-6%	-9%	i	-3%	26
Cn1c(SCCc2ccc([N+](=O)[O-])cc2)nccc1=O
  -9%	-2%	?	0%	?	13%	i	2%	3
CC1CCc2c(sc(NC(=O)c3ccc(Cn4cc(Br)cn4)o3)c2C(N)=O)C1 (stereo not drawn)
  5%	0%	-6%	1%	3%	5%	i	-1%	?
CSc1nnc(SCc2nc3sc(C(=O)O)c(C)c3c(=O)[nH]2)s1
  -3%	2%	10%	-5%	3%	-10%	i	-11%	30
COCc1ccc(C(=O)Nc2ccc(C(=O)O)cc2)o1
  2%	1%	-33%	-25%	-25%	.	i	8%	19
COc1nc(-c2ccc(C)cc2)ccc1-c1noc(-c2ccco2)n1
  24%	5%	?	12%	-6%	23%	i	?	-2
O=C(Nc1cccc2ncccc12)C(c1ccccc1)c1ccccc1
  1%	-21%	-27%	8%	2%	.	i	5%	19
CC1CCN(C(=O)c2[nH]cnc2C(=O)Nc2ccccc2)CC1
  10%	-2%	-2%	12%	8%	6%	i	6%	-6
O=C1CN(S(=O)(=O)c2cccc(C(=O)O)c2)c2ccccc2N1
  -14%	-22%	0%	3%	-27%	6%	i	-18%	-1
Cc1ccc(-c2c[n+](Cc3cccc(Cl)c3)c3n2CCC3)cc1
  ?	-5%	29%	?	8.2µM*	?	?	9%	-81*
CC1(C)c2ssc(=S)c2-c2ccccc2N1C(=O)CSC1=NCCS1
  3%	4%	16µM*	-11%	-22%	-17%	i	23%	?
CC(Cc1ccco1)NC(=O)c1cccc(S(=O)(=O)N(C)C)c1 (stereo not drawn)
  11%	-5%	14%	-2%	5%	23%	i	-5%	-4
O=C(CN(C(=O)CNS(=O)(=O)c1ccc(F)cc1)C1CCCC1)NCc1ccco1
  10%	-3%	3%	3%	2%	4%	i	2%	-6
Cc1ccc(C(=O)OCC(=O)N2CCOCC2)cc1
  6%	-8%	2%	6%	9%	28%	i	4%	-8
Cc1ccc(OCC(=O)N(C)CC(=O)Nc2cccc(F)c2)cc1
  -2%	-4%	3%	1%	20%	-4%	i	0%	0
COc1ccc(CCNC(=O)/C(=C/c2cccnc2)NC(=O)c2ccccc2)cc1
  1%	23%	-20%	0%	23%	1%[11.3 µM]	i	16%	12
CCn1cc(C(=O)OCC(=O)Nc2cc(S(=O)(=O)N(C)C)ccc2C)c(=O)c2ccc(C)nc21
  1%	-3%	-23%	-3%	-3%	-30%	?	-1%	31
CCS(=O)(=O)N1CCc2cc(C(=O)N3CCN(c4ccc(OC)cc4)CC3)ccc21
  .	.	-2%	.	-4%	6%	i	.	.
CCOc1ccc(-c2cnc3n2CCC3)cc1
  -2%	9.2µM*	?	-1%	?	?	i	9%	-20
O=C(Nc1ccccc1)c1c2c(nc3ccccc13)CCCC2
  -14%	10%	0%	10%	21%	-1%	i	0%	7
CCCNC(=O)C1CCC(CNS(=O)(=O)c2ccc3c(c2)N(C(C)=O)CCO3)CC1 (stereo not drawn)
  -3%	?	0%	5%	-3%	11%	i	0%	68
Cc1ccc(NC(=O)COC(=O)/C=C/c2cccc(Cl)c2)cc1S(=O)(=O)N1CCOCC1
  5%	-6%	-6%	8%	11%	0%	i	-3%	-4
COC(=O)[C@]1(C)CCC[C@@]2(C)C3CC[C@@]4(C)C[C@]3(CCC21)CC(=O)N4C (stereo partly drawn)
  0%	5%[9.22 µM]	-11%	12%	-2%	-14%	i	-30%[inhibitor]	-5
COc1ccc(C(C)(C)C)cc1NC(=O)CN1C(=O)C(=O)N(Cc2ccco2)C1=O
  0%	-14%	12%	1%	5%	.	i	1%	4
O=C(c1cnn2c1NC(c1ccco1)CC2C(F)(F)F)N1CCN(c2cccc(Cl)c2)CC1 (stereo not drawn)
  15µM*	?	?	18µM*	?	?	i	7.3µM*	-12
Nc1ncncc1-c1ccc(Cl)cc1
  15%	-8%	24%	22%	-15%	3%	i	4%	-7
COCCNC(=S)N(CCc1c(C)[nH]c2ccc(F)cc12)Cc1ccc(C)cc1
  ?	?	?	?	-27%	?	?	?	-73*
Cc1cccc(C(c2sc3nc(-c4ccco4)nn3c2O)N2CCN(c3ccccc3F)CC2)c1 (stereo not drawn)
  .	.	?	.	-1%	13%	i	.	.
N/C(Cn1cncn1)=N\NC(=O)C(=O)Nc1cccc(C(F)(F)F)c1
  10%	0%	19%	10%	4%	-33%	i	-1%	10
CC1(C)CC(NC(=O)c2ccc(Cl)cc2)CC(C)(C)N1
  2%	-1%	20%	-7%	10%	-3%	i	6%	-18
COc1ccc(CC(NC(C)=O)C(=O)NC2CCN(C(=O)c3cnccn3)CC2)cc1 (stereo not drawn)
  3%	-5%	-2%	15%	9%	1%	i	0%	1
Cc1ccc(S(=O)(=O)N(C)Cc2ccc(-c3nnco3)cc2)cc1
  -4%	-4%	-3%	-1%	-1%	1%	i	5%	-6
COc1ccccc1C(=O)N1CC(=O)Nc2ccc(F)cc2C1c1ccccc1 (stereo not drawn)
  -5%	3%	-12%	-7%	-1%	-21%	i	?	0
O=C(CCNC(=O)c1ccc([N+](=O)[O-])cc1)NCCC1=CCCCC1
  15%	-219%[inhibitor]	-4%	13%	16%	15%	i	6%	8
Cc1ccc2nc(-c3ccccc3Cl)cc(C(=O)Nc3cc(C)on3)c2c1
  -16%	1%	?	1%[9.24 µM]	3%	-2%	i	9%	-19
COc1ccccc1Nc1nnc(C)c(=O)[nH]1
  -2%	-1%	2%	-3%	4%	1%	i	-3%	26
COc1ccc(CNCc2c(C(=O)O)c(C)n(Cc3ccccc3C)c2C)cc1OC
  .	.	-5%	.	-1%	-18%	?	.	.
Cc1ccc(SCC(=O)OCC(=O)NCC2CCCCC2)cc1C
  -1%	-15%	-3%	1%	-1%	-7%	i	1%	5
COc1ccc([N+](=O)[O-])cc1NC(=O)COC(=O)c1ccccc1O
  24%	?	5%	21%	-2%	1%	i	-4%	23

In another format: entries from further up
> COCCNC(=S)N(CCc1c(C)[nH]c2ccc(F)cc12)Cc1ccc(C)cc1
- HT1080-NT tox: ?
- SW480 rerep: ?
- KB-V1 MDR tox: ?
- HT1080 IDH1KD tx: ?
- KB-3-1 tox: -27%
- ATXN2 expr inh: ?
- S2 tox: ?
- MCF10A rereplic: ?
- IL1B secr inh: -73*
> Cc1cccc(C(c2sc3nc(-c4ccco4)nn3c2O)N2CCN(c3ccccc3F)CC2)c1 (stereo not drawn)
- HT1080-NT tox: .
- SW480 rerep: .
- KB-V1 MDR tox: ?
- HT1080 IDH1KD tx: .
- KB-3-1 tox: -1%
- ATXN2 expr inh: 13%
- S2 tox: i
- MCF10A rereplic: .
- IL1B secr inh: .

Other structures
Order of results: HT1080-NT tox	SW480 rerep	KB-V1 MDR tox	HT1080 IDH1KD tx	KB-3-1 tox	ATXN2 expr inh	S2 tox	MCF10A rereplic	IL1B secr inh
O=C(NCCCN1CCCC1=O)c1cc2nc(-c3ccco3)cc(C(F)(F)F)n2n1
  10%	-10%	?	12%	1%	-1%	i	15%	-7
CN(C)CCNC(=S)Nc1ccc(Cl)cc1
  -6%	-2%	19%	1%	-6%	-5%	i	-5%	13
C=CCOc1ccc(C(=O)n2cc(C(=O)OC)c3ccccc32)cc1
  0%	-6%	?	-1%	15%	0%	i	?	19
O=C(O)CN(c1ccc2c(c1)OCCO2)S(=O)(=O)c1ccccc1
  14%	2%	?	19%	5%	-7%	i	1%	-1
COc1ccc(C(=O)NC(=S)NC(C)C)cc1Br
  ?	?	-6%	?	9%	31%	i	7%	0
CC1=N/C(=C\c2ccc(OC(C)C)cc2)C(=O)N1c1ccc(C(=O)O)cc1
  -2%	-3%	1%	0%	2%	-20%	i	5%	-21
CCc1nn(-c2cc(Cl)ccc2OC)c2c1C(=O)CCC2
  -26%	?	?	?	?	-2%	i	?	22
CC/C(C)=N\N=C\c1c(O)n(CC)c2cc(C3=NNC(=O)CC3)ccc12
  -5%	-1%	21%	-1%	19%	-18%	i	3%	-6
CC(CN1CCCCC1)OC(=O)c1ccc2c(c1)OCCO2 (stereo not drawn)
  9%	-30%	-4%	13%	-4%	27%	i	-2%	-5
Cc1ccc(NC(=O)c2cc(=O)[nH]c3ccccc23)cc1
  -3%	-10%	20%	-11%	0%	3%	i	11%	-8
O=C(Cn1cc(C(=O)C2CC2)c2ccccc21)NCc1ccccc1
  0%	0%	-9%	-6%	-3%	43%[activator]	i	0%	17

Single values from the list.
Under KB-3-1 tox, O=C(Cn1cc(C(=O)C2CC2)c2ccccc21)NCc1ccccc1 shows -3%
Under KB-3-1 tox, CN(C)CCNC(=S)Nc1ccc(Cl)cc1 shows -6%
Under HT1080-NT tox, CC1=N/C(=C\c2ccc(OC(C)C)cc2)C(=O)N1c1ccc(C(=O)O)cc1 shows -2%
